Gli-Sufu block: Gli-Sufu pathway antagonists, primary screen, luciferase luminescence, Sufu-KO-LIGHT cells, uHTS. Sufu-KO-LIGHT fibroblasts, Gli luciferase reporter luminescence. inhibition, % at 5 µM. 340,000 tested, 0.74% active;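 active = inhibition above about 55%, limit read from the data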;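 note: 0% = DMSO-treated cells and 100% = wells with medium but no cells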
697 NFkB inh: inhibitors of PMA/ionomycin-induced NF-kB reporter, 697 cells, primary screen, B-cell NF-kB inhibitor project, cell-based, luminescence, uHTS | 697 B-cell NF-kB luciferase reporter, 16 h | inhibition, % at 4 µM | 330,000 tested, 0.33% active; in the data active = inhibition above about 35%
CXCR6 inh: CXCR6 receptor inhibitors, primary screen, cell-based, beta-arrestin, luminescence, CHO-K1 PathHunter, 1536-well | inhibition, % at 20 µM | 360,000 tested, 0.36% active; in the data active = inhibition above about 34%, passing the limit was not always enough;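 note: antagonist mode with CXCL16 agonist at 10 nM final; 0% = 10 nM CXCL16 with DMSO and 100% = unstimulated wells without agonist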
XBP1 UPR activ: activators of adaptive XBP1 UPR arm, primary screen, cell-based, CHO-XBP1 luciferase reporter, luminescence, uHTS. 330,000 tested, 0.33% active. IRE1-XBP1 UPR activation; percent of tunicamycin response, DMSO as zero. activation, % at 20 µM;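 active = versus positive control, 20 µM dose yields 30% or more activation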;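 note: 100% = tunicamycin at 10 µg/mL and 0% = DMSO only wells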
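Signal: luciferase luminescence; Assay system: CHO-XBP1 luciferase reporter cells; Amount: one thousand reporter cells per well; Dosing: 20 µM single concentration, DMSO 1%; Benchmarks: high control tunicamycin 10 µg/mL final, low control DMSO vehicle only; Schedule: 6 h compound exposure at 37 °C, 5% CO2; Evaluation: percent activation relative to tunicamycin reference.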
Jurkat NFkB inh: inhibitors of induced NF-kB luciferase reporter, primary screen, TCR NF-kB activation inhibitor project, cell-based, luminescence, uHTS; Jurkat, PMA/ionomycin-induced NF-kB luciferase reporter; inhibition, % at 4 µM; 330,000 tested, 0.53% active; in the data active = inhibition above about 50%
Mdm2 MdmX PPI: inhibitors of human Mdm2-MdmX association, primary screen, cell-based, luminescence, split luciferase, SaOS-2, uHTS; SaOS-2 split-luciferase Mdm2/MdmX complementation; inhibition, % at 8 µM; 330,000 tested, 3% active; AID 485346, 2010;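 active = inhibition of at least 50% at 8 µM in the primary screen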
Target sequence (O15151 whole entry, looked up): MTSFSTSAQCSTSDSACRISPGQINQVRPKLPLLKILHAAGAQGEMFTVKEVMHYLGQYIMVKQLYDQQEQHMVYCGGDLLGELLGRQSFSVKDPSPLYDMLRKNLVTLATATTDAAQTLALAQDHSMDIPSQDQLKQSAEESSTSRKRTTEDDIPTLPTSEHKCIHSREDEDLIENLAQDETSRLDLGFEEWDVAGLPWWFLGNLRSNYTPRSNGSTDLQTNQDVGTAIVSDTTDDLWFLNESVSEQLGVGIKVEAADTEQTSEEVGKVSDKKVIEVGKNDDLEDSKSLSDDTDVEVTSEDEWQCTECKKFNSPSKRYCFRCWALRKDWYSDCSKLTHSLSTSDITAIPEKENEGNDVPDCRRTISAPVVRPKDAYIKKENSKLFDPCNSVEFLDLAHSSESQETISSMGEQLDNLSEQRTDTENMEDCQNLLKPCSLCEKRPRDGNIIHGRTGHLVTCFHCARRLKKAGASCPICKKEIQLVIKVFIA
Target sequence (Q00987 whole entry, looked up): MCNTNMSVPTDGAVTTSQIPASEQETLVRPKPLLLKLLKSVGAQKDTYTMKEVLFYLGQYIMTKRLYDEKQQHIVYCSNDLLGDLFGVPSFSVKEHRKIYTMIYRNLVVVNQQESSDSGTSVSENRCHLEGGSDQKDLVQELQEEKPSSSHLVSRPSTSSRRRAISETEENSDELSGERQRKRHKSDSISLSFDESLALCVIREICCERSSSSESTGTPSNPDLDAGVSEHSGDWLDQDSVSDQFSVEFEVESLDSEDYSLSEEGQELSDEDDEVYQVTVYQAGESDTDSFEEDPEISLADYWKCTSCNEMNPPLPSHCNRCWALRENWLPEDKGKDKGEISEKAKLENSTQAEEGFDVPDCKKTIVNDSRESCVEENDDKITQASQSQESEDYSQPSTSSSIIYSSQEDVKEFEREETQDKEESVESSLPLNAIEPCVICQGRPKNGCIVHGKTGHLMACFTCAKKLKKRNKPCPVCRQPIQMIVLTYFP
CCR6 antag: CCR6 receptor antagonists, primary screen, cell-based, CHO-K1, luminescence, beta-arrestin, uHTS; C-C chemokine receptor type 6 (Homo sapiens), P51684; CHO-K1 CCR6 PathHunter beta-arrestin, CCL20-stimulated; inhibition, % at 20 µM; 340,000 tested, 0.49% active; AID 493098, 2011;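 active = compounds whose inhibition of the agonist-driven luminescence signal at 20 µM reaches about 50%, limit read from the data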;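 note: cells stimulated with CCL20 at 14 nM final; plate controls were DMSO with CCL20 for no effect and DMSO without agonist for full effect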
EBI2 block: EBI2 receptor antagonists, beta-arrestin recruitment, primary screen, cell-based, luminescence, 7a,25-OHC stimulation, uHTS; inhibition, % at 5 µM; 360,000 tested, 0.81% active; 7a,25-OHC stimulated; AID 651636, 2012; G-protein coupled receptor 183 (Homo sapiens), P32249; in the data active = inhibition above about 38%;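 note: enzyme fragment complementation signal reports receptor beta-arrestin coupling in cells; 0% = agonist plus DMSO wells and 100% = wells without agonist; some results beyond the cut were filed as inactive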
CHOP UPR activ: activators of apoptotic CHOP UPR arm, primary screen, cell-based, CHO-CHOP luciferase reporter, luminescence, uHTS; UPR activation; percent of tunicamycin response over DMSO baseline; 330,000 tested, 0.34% active; activation, % at 10 µM;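 active = at 10 µM dose, activation of 40% or more, normalized to positive control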;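 note: 100% = tunicamycin at 10 µg/mL and 0% = DMSO alone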
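Material: CHO-CHOP cells, stable luciferase reporter of PERK-eIF2a-CHOP signalling; quantity: 500 reporter cells seeded per well; buffer or medium: F12 medium containing 10% fetal bovine serum; compound: one dose, 10 µM in 0.5% DMSO; incubation: 6 h compound treatment, 37 °C; measured by: Steady-Glo luciferase luminescence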
Numbers without * were called inactive.

Screening O=C(CC1(O)C(=O)Nc2cc(Cl)cc(Cl)c21)c1ccccc1O (stereo not drawn) returned Gli-Sufu block 7, 697 NFkB inh -8, CXCR6 inh 6, XBP1 UPR activ 1, Jurkat NFkB inh -5, Mdm2 MdmX PPI 25, CCR6 antag -12, EBI2 block -2 and CHOP UPR activ 0.5.
Screening CC(C)n1nnc2ccccc2c1=O returned Gli-Sufu block 3, 697 NFkB inh 14, CXCR6 inh 1, XBP1 UPR activ 2, Jurkat NFkB inh -12, Mdm2 MdmX PPI -17, CCR6 antag -1, EBI2 block -15 and CHOP UPR activ 0.5.
Screening COc1ccc(-c2sc3ccccc3c2-c2ccc(OCCN(C)C)cc2)cc1 returned Gli-Sufu block -7, 697 NFkB inh 20, CXCR6 inh -8, XBP1 UPR activ 44*, Jurkat NFkB inh -10, Mdm2 MdmX PPI 100*, CCR6 antag 40, EBI2 block -31 and CHOP UPR activ 12.
For CCN(Cc1ccccc1)S(=O)(=O)c1ccc(C(=O)N(CCCN(C)C)c2nc3c(F)cccc3s2)cc1 the results were Gli-Sufu block 31, 697 NFkB inh -2, CXCR6 inh 5, XBP1 UPR activ -3, Jurkat NFkB inh 10, Mdm2 MdmX PPI 17, CCR6 antag 18, EBI2 block 13 and CHOP UPR activ 2.1.
`O=C(C[n+]1cc(-c2ccc(Br)cc2)n2c1CCCCC2)c1ccccc1` gave Gli-Sufu block 20, 697 NFkB inh -26, CXCR6 inh -8, XBP1 UPR activ -2, Jurkat NFkB inh -9, Mdm2 MdmX PPI 22, CCR6 antag 6, EBI2 block -4 and CHOP UPR activ 0.2.
CCOC(=O)C1=C(C)NC(C)=C(C(=O)OCC)C1C(=O)OCC(=O)NCCc1ccc(S(N)(=O)=O)cc1 was read as Gli-Sufu block 30, 697 NFkB inh -16, CXCR6 inh 9, XBP1 UPR activ -3, Jurkat NFkB inh -6, Mdm2 MdmX PPI -3, CCR6 antag 4, EBI2 block -10 and CHOP UPR activ -0.7.
O=C(NCc1cccc(Cl)c1)c1ccc(S(=O)(=O)Nc2cccc(C(F)(F)F)c2)cc1 was read as Gli-Sufu block -2, 697 NFkB inh -11, CXCR6 inh 8, XBP1 UPR activ -1, Jurkat NFkB inh -31, Mdm2 MdmX PPI 1, CCR6 antag -4, EBI2 block 6 and CHOP UPR activ 2.3.
Screening COc1ccc(C(C)=O)cc1Cn1nc(C)c([N+](=O)[O-])c1C returned Gli-Sufu block 4, 697 NFkB inh -9, CXCR6 inh 6, XBP1 UPR activ 3, Jurkat NFkB inh 6, Mdm2 MdmX PPI -2, CCR6 antag 21, EBI2 block 12 and CHOP UPR activ -0.3.
O=C(COc1ccc(S(=O)(=O)NC2CCCCC2)cc1Cl)Nc1ccc2c(c1)OCO2 was read as Gli-Sufu block 7, 697 NFkB inh -2, CXCR6 inh -1, XBP1 UPR activ 0, Jurkat NFkB inh -6, Mdm2 MdmX PPI 22, CCR6 antag -14, EBI2 block 3 and CHOP UPR activ 1.7.
Cc1nn(C)cc1CNC(=O)COc1ccc(Cl)cc1Cl was read as Gli-Sufu block 0, 697 NFkB inh 4, CXCR6 inh -13, XBP1 UPR activ 1, Jurkat NFkB inh -1, Mdm2 MdmX PPI -23, CCR6 antag 9, EBI2 block -7 and CHOP UPR activ 0.5.
O=C(COc1ccccc1)NCCSCc1ccco1 was read as Gli-Sufu block -13, 697 NFkB inh 15, CXCR6 inh 10, XBP1 UPR activ -1, Jurkat NFkB inh 7, Mdm2 MdmX PPI -11, CCR6 antag 5, EBI2 block -1 and CHOP UPR activ -1.7.
For CCC(C)C(NC(C)=O)C(=O)NC(=O)NC(c1ccccc1)c1ccccc1 (stereo not drawn) the results were Gli-Sufu block 6, 697 NFkB inh -24, CXCR6 inh 4, XBP1 UPR activ -2, Jurkat NFkB inh -5, Mdm2 MdmX PPI -16, CCR6 antag -9, EBI2 block -6 and CHOP UPR activ -1.6.
Screening CCCCCc1cc(=O)c2ccccc2o1 returned Gli-Sufu block -10, 697 NFkB inh -6, CXCR6 inh -5, XBP1 UPR activ 1, Jurkat NFkB inh 13, Mdm2 MdmX PPI 16, CCR6 antag 6, EBI2 block -8 and CHOP UPR activ 2.8.
`O=C(c1cccs1)N1CCN=C1SCc1cccnc1` gave Gli-Sufu block -1, 697 NFkB inh 10, CXCR6 inh -1, XBP1 UPR activ -3, Jurkat NFkB inh -5, Mdm2 MdmX PPI 14, CCR6 antag 17, EBI2 block -5 and CHOP UPR activ -0.1.
CN1CCCC(n2nc(Cc3ccc(Cl)cc3)c3ccccc3c2=O)CC1 (stereo not drawn) was read as Gli-Sufu block 8, 697 NFkB inh -13, CXCR6 inh 16, XBP1 UPR activ -5, Jurkat NFkB inh 13, Mdm2 MdmX PPI 39, CCR6 antag -2, EBI2 block -19 and CHOP UPR activ 0.3.
`Cc1cc(C)n(Cc2ccccc2F)c(=O)c1C#N` gave Gli-Sufu block -4, 697 NFkB inh -13, CXCR6 inh -7, XBP1 UPR activ -2, Jurkat NFkB inh -1, Mdm2 MdmX PPI -20, CCR6 antag 4, EBI2 block -4 and CHOP UPR activ 0.1.
`O=C(CCSc1ccccc1)Nc1ccccc1C(=O)N1CCCC1` gave Gli-Sufu block 6, 697 NFkB inh -16, CXCR6 inh -8, XBP1 UPR activ 0, Jurkat NFkB inh -6, Mdm2 MdmX PPI -2, CCR6 antag -2, EBI2 block -10 and CHOP UPR activ -0.2.
Cc1nn(-c2ccccc2)c(C)c1C(=O)Nc1ccc(N2CCOCC2)cc1 was read as Gli-Sufu block 0, 697 NFkB inh 17, CXCR6 inh -5, XBP1 UPR activ 0, Jurkat NFkB inh 13, Mdm2 MdmX PPI -6, CCR6 antag 2, EBI2 block 4 and CHOP UPR activ 0.1.
`Cc1ccccc1-n1ncc2c1CC(C)(C)CC2NC(=O)c1snnc1C` (stereo not drawn) gave Gli-Sufu block 6, 697 NFkB inh -16, CXCR6 inh 5, XBP1 UPR activ -5, Jurkat NFkB inh 2, Mdm2 MdmX PPI 6, CCR6 antag -6, EBI2 block -9 and CHOP UPR activ 0.6.
For COc1ccc(-c2csc3nc(-c4ccccc4OC)oc(=O)c23)cc1 the results were Gli-Sufu block -3, 697 NFkB inh -42, CXCR6 inh -13, XBP1 UPR activ -3, Jurkat NFkB inh 3, Mdm2 MdmX PPI 59*, CCR6 antag 21, EBI2 block 20 and CHOP UPR activ 3.0.
CCC(C)(C)NC(=O)C(c1ccccn1)N(C(=O)c1csnn1)c1ccccc1 (stereo not drawn) was read as Gli-Sufu block 4, 697 NFkB inh 15, CXCR6 inh 0, XBP1 UPR activ -7, Jurkat NFkB inh -5, Mdm2 MdmX PPI -4, CCR6 antag 12, EBI2 block 3 and CHOP UPR activ 0.0.
For CC(=O)Nc1ccc(CN2CCCCCCC2)cc1 the results were Gli-Sufu block 8, 697 NFkB inh 7, CXCR6 inh 2, XBP1 UPR activ 0, Jurkat NFkB inh 9, Mdm2 MdmX PPI -1, CCR6 antag -5, EBI2 block -5 and CHOP UPR activ -3.6.
Screening Cc1cc(C)n2nc(SCc3ccc(F)cc3Cl)nc2n1 returned Gli-Sufu block 8, 697 NFkB inh -6, CXCR6 inh -1, XBP1 UPR activ 7, Jurkat NFkB inh 4, Mdm2 MdmX PPI 0, CCR6 antag 10, EBI2 block -1 and CHOP UPR activ 0.4.
COc1ccc(N=C2NC(=O)/C(=C\c3ccco3)S2)cc1 was read as Gli-Sufu block 21, 697 NFkB inh -12, CXCR6 inh 7, XBP1 UPR activ 4, Jurkat NFkB inh -5, Mdm2 MdmX PPI -2, CCR6 antag 9, EBI2 block -9 and CHOP UPR activ 2.8.
`CCOc1ccc(S(=O)(=O)Nc2ccc(C(=O)NCC(C)(C)N3CCOCC3)cc2)cc1` gave Gli-Sufu block -10, 697 NFkB inh -11, CXCR6 inh -2, XBP1 UPR activ 2, Jurkat NFkB inh -7, Mdm2 MdmX PPI 14, CCR6 antag -2, EBI2 block -9 and CHOP UPR activ 0.7.
For Cc1nc2cc(F)ccc2n1C1CCN(C(=O)c2ccc(F)cc2F)CC1 the results were Gli-Sufu block 33, 697 NFkB inh -32, CXCR6 inh -8, XBP1 UPR activ -2, Jurkat NFkB inh 12, Mdm2 MdmX PPI -2, CCR6 antag 14, EBI2 block -4 and CHOP UPR activ -0.3.
For CCCc1cc(=O)oc2cc(OCc3ccc(C(=O)O)cc3)ccc12 the results were Gli-Sufu block 4, 697 NFkB inh -38, CXCR6 inh -3, XBP1 UPR activ -1, Jurkat NFkB inh -17, Mdm2 MdmX PPI 21, CCR6 antag 6, EBI2 block -1 and CHOP UPR activ 1.3.
Cc1ccc(CC2C(=O)N(c3cc(Cl)ccn3)C(=O)C2C)cc1 (stereo not drawn) was read as Gli-Sufu block -10, 697 NFkB inh -9, CXCR6 inh 3, XBP1 UPR activ 2, Jurkat NFkB inh 2, Mdm2 MdmX PPI 4, CCR6 antag 6, EBI2 block -1 and CHOP UPR activ 7.5.
Screening CN(C)c1cccc(C(=O)OCC(=O)c2ccc[nH]2)c1 returned Gli-Sufu block -7, 697 NFkB inh -52, CXCR6 inh 4, XBP1 UPR activ -1, Jurkat NFkB inh -24, Mdm2 MdmX PPI -23, CCR6 antag 11, EBI2 block -9 and CHOP UPR activ 3.2.
Screening CCC(C)c1ccccc1NC(=O)c1cccc(-n2cnnn2)c1 (stereo not drawn) returned Gli-Sufu block 5, 697 NFkB inh 9, CXCR6 inh -8, XBP1 UPR activ -5, Jurkat NFkB inh 14, Mdm2 MdmX PPI 16, CCR6 antag 11, EBI2 block 2 and CHOP UPR activ 0.6.
CCCCn1c(N)c(N(CCC(C)C)C(=O)C2=NN(c3ccccc3)C(=O)CC2)c(=O)[nH]c1=O was read as Gli-Sufu block 4, 697 NFkB inh 11, CXCR6 inh 0, XBP1 UPR activ 0, Jurkat NFkB inh -2, Mdm2 MdmX PPI -16, CCR6 antag 3, EBI2 block -13 and CHOP UPR activ 0.6.
Cc1cccc(C(=O)OC2CCOC2=O)c1O (stereo not drawn) was read as Gli-Sufu block -13, 697 NFkB inh 13, CXCR6 inh -12, XBP1 UPR activ 1, Jurkat NFkB inh 8, Mdm2 MdmX PPI 25, CCR6 antag -8, EBI2 block 2 and CHOP UPR activ 2.4.

Of the compounds above, these have a furan ring, fused or not.
O=C(COc1ccccc1)NCCSCc1ccco1 was read as Gli-Sufu block -13, 697 NFkB inh 15, CXCR6 inh 10, XBP1 UPR activ -1, Jurkat NFkB inh 7, Mdm2 MdmX PPI -11, CCR6 antag 5, EBI2 block -1 and CHOP UPR activ -1.7.
COc1ccc(N=C2NC(=O)/C(=C\c3ccco3)S2)cc1 was read as Gli-Sufu block 21, 697 NFkB inh -12, CXCR6 inh 7, XBP1 UPR activ 4, Jurkat NFkB inh -5, Mdm2 MdmX PPI -2, CCR6 antag 9, EBI2 block -9 and CHOP UPR activ 2.8.

Screening results (PubChem)
